# GPR55 antagonists = GPR55 antagonists blocking LPI-driven arrestin recruitment, primary screen, imaging, U2OS, beta-arrestin-GFP, LPI agonist (AID 2013). U2OS GPR55 beta-arrestin-GFP translocation imaging, LPI antagonism; higher % means a stronger effect. one-dose inhibition, % at 10 µM; IC50 in µM for titrated hits. 290,000 compounds, 0.13% hits;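 active = spots per cell inhibited over 60%, with over 100 cells counted and total cytoplasm intensity under 500,000; inconclusive = wells with under 100 cells, flagged as likely toxic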;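 also: U2OS cells stably carrying GPR55 and arrestin-GFP stimulated by 5 µM LPI near EC80; imaged beta-arrestin-GFP aggregate spots per cell after agonist stimulation; plate controls were LPI-stimulated DMSO wells for no effect and DMSO wells without LPI for full effect; some results filed as inactive read as strong as hits; confirmed hits need IC50 under 10 µM and bright autofluorescent wells are also inconclusive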
# KOR beta-arrestin-1 = KOR antagonists, beta-arrestin recruitment, cell-based, luminescence, uHTS (AID 1778). Kappa-type opioid receptor (Homo sapiens). KOR beta-arrestin recruitment, luminescence, antagonist mode; higher % means a stronger effect. inhibition, % at 10 µM, or IC50 in µM where a hit was titrated. 290,000 compounds, 0.091% hits; also: strong numbers were not always called active
# Large T inhibition = SV40 large T antigen inhibitors, biochemical (AID 1903). inhibition, % at 20 µM, or IC50 in µM where a hit was titrated. SV40 large T antigen ATPase/helicase inhibition assay; higher % means a stronger effect. 310,000 compounds, 0.39% hits; in the data active = a potency from the dose series; inconclusive = inhibition mostly from about 32% at the one dose, without a potency; inactive = the rest, 99 in 100 with inhibition below about 32%; also: strong numbers were not always called active
# HEK293 NOD2/NF-kB = NOD2 signaling inhibitors, cell-based, luminescence, uHTS, HEK293 (AID 1566); HEK293 NOD2/NF-kB luciferase reporter, luminescence; higher % means a stronger effect; one-dose inhibition, % at 4 µM; EC50 in µM for titrated hits; 290,000 compounds, 0.63% hits; also: many of its hits are not listed in these tables
# GPR55 activation = GPR55 agonists via beta-arrestin recruitment, primary screen, imaging, U2OS cells, beta-arrestin-GFP redistribution (AID 1961); G-protein coupled receptor 55 (Homo sapiens); U2OS GPR55 beta-arrestin-GFP redistribution imaging; higher % means a stronger effect; activation, % at 10 µM; hits with a dose series show EC50 in µM; 290,000 compounds, 0.048% hits;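 active = activation above 40% with more than 50 cells counted in the well; inconclusive = wells holding fewer than 50 cells, flagged as toxic or sparse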;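 also: U2OS osteosarcoma cells stably expressing GPR55 and beta-arrestin-GFP; plate controls were DMSO negative control for no effect and LPI positive control for full effect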
# KOR beta-arrestin-2 = KOR agonists, beta-arrestin recruitment, primary screen, cell-based, luminescence, uHTS (AID 1777) | KOR beta-arrestin recruitment, luminescence; higher % means a stronger effect | Kappa-type opioid receptor (Homo sapiens) | activation, % at 10 µM; hits with a dose series show EC50 in µM | 280,000 compounds, 0.02% hits; in the data active = activation above about 50%, passing the limit was not always enough; also: a part of the inactive calls stands beside numbers as strong as those of hits
# HIV fusion peptide = inhibitors of HIV fusion peptide binding, primary screen, biochemical, uHTS, fluorescence dequenching (AID 1986) | cell-free peptide binding, fluorescence dequenching, 30 min; higher % means a stronger effect | inhibition, % at 20 µM, or IC50 in µM where a hit was titrated | 290,000 compounds, 0.3% hits; in the data active = inhibition mostly above about 52%, no sharp cut-off; inactive = mostly below about 76%; also: some results filed as inactive read as strong as hits
# MgcRacGAP inhibition = MgcRacGAP GTPase-activating activity inhibitors, confirmation, biochemical, ADP Hunter fluorescence | AID 624330, 2012 | MgcRacGAP-stimulated Rac1 GTP hydrolysis, ADP Hunter fluorescence; higher % means a stronger effect; GST-tagged Rac1 F28L mutant substrate | 340,000 compounds, 0.6% hits | inhibition, % at 30 µM, or IC50 in µM where a hit was titrated;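 active = first-screen hits whose inhibition reached a set limit at any dose in the follow-up dose series; inconclusive = inhibition above the set first-screen limit but never retested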;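 also: fluorescence reports GDP produced by GAP-driven GTP hydrolysis; strong numbers were not always called active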
# NOD1 inhibition = NOD1 signaling inhibitors, primary screen, cell-based, luminescence, uHTS (AID 1578); NOD1-driven NF-kB luciferase reporter cells, luminescence; higher % means a stronger effect; 290,000 compounds, 1% hits; inhibition, % at 4 µM, or EC50 in µM where a hit was titrated; in the data active = inhibition mostly above about 36%, no sharp cut-off; inactive = mostly below about 34%;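 also: HEK-293T reporter cells stimulated with the NOD1 agonist gamma-tri-DAP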
# * = called active by the depositor; u = inconclusive; x = not tested or not shown; [ ] = remark or other dose. Rule as the data show it, unless noted: active = inhibition above about 50%; inactive = the rest.
SMILES,GPR55 antagonists,KOR beta-arrestin-1,Large T inhibition,HEK293 NOD2/NF-kB,GPR55 activation,KOR beta-arrestin-2,HIV fusion peptide,MgcRacGAP inhibition,NOD1 inhibition
OCCC1CN(Cc2nc(-c3ccc(F)cc3)cs2)CCN1CCc1ccccc1 (stereo not drawn),0%,0%,9%,-11%,0.1%,-3.6%,-1.5%,-1%,-10%
COc1ccccc1-c1ccc(=O)n(CC(=O)Nc2ccc(C(=O)N3CCCC3)cc2)n1,17%,-8%,22%,2%,-0.2%,1.5%,-0.7%,-3%,-16%
CN(C)/C=C/C(=O)c1ccc(Oc2ccccc2)cc1,-7%,12%[20 µM],4%,-133%,0.2%,-7.1%,3.8%,2%,-38%
COCCNC(=O)CN(c1cc(C(F)(F)F)ccc1Cl)S(C)(=O)=O,-4%,-3%,10%,-2%,0.2%,0.2%,-1.8%,1%,-20%
CC1=C/C(=N\OS(=O)(=O)c2ccccc2)C(C(C)C)=CC1=O,9%,x,48µM*,-48%,1.0%,14%,4.6%,8%,-38%
O=C(Nc1ccc(O)cc1)c1ccc2c(c1)C(=O)N(N1C(=O)c3ccccc3C1=O)C2=O,-5%,-14%,21µM*,2%,-0.1%,2.9%,3.0%,u,-19%
O=S(=O)(Cc1cnc(Cl)s1)c1ccccc1,5%,-1%,0%,19%,0.2%,-1.0%,-1.4%,8%,1%
Cc1ccc(C(=O)N/N=C/c2cn(Cc3ccccc3)c3ccccc23)cn1,-4%,2%,10%,13%,-0.2%,-0.3%,-1.8%,2%,4%
O=C(NCc1ccc2c(c1)OCO2)c1ccc(=O)[nH]c1,6%,14%,-2%,13%,0.3%,-4.8%,1.8%,5%,-2%
c1cc2nncn2nc1N1CCCC1,18%,17%,5%,9%,-0.1%,-6.7%,-1.8%,5%,-13%
CCN(CC)CCCC(C)NC(=O)c1ccc(C(F)(F)F)cc1 (stereo not drawn),11%,2%,3%,20%,-1.1%,-0.9%,-1.6%,0%,-11%
O=C(O)CCC1(C(=O)O)OCCc2ccccc21 (stereo not drawn),4%,11%,12%,3%,-0.2%,-1.9%,0.6%,2%,-21%
O=C(CN1C(=O)CSc2ccc(C(F)(F)F)cc21)Nc1ccccc1,8%,-3%,5%,-8%,-0.2%,-0.1%,-1.6%,6%,-3%
COCCn1c(SCC(=O)Nc2ccc(C(C)=O)cc2)nnc1-c1ccco1,11%,-51%,3%,1%,0.0%,0.2%,0.0%,3%,-13%
O=C(Nc1cccc(C(F)(F)F)c1)C1CCN(S(=O)(=O)c2cccnc2)CC1,-14%,-12%,11%,17%,0.2%,-0.6%,1.2%,5%,-19%
CN(C)C(=O)CCC(=O)N1CCCC(C(=O)c2ccc(C(F)(F)F)cc2)C1 (stereo not drawn),6%,-3%,10%,4%,0.8%,1.6%,3.7%,12%,25%
O=C(NNC1=C(C(=O)C(F)(F)F)CCC1)c1ccccc1O,6%,-10%,4%,x,-0.1%,3.4%,4.0%,9%,x
N#CC(C#N)=NNc1ccc(S(=O)(=O)N2CCCCC2)cc1,2%,18%,31%,-17%,-0.3%,-1.8%,43%,6%,-1%
CC(C)OCCCNC(=S)Nc1ccc(S(N)(=O)=O)cc1,16%,3%,7%,7%,-0.2%,-3.4%,-2.1%,15%,1%
Cc1ccc2nsnc2c1NC(=O)c1sc2ccccc2c1Cl,7%,-18%,6%,6%,0.5%,3.2%,-0.6%,-3%,-28%
CC1CN(C(=S)Nc2ccc(S(N)(=O)=O)cc2)CC(C)O1 (stereo not drawn),0%,16%,14%,-3%,0.3%,1.4%,-1.0%,5%,-19%
O=C(NCc1ccccn1)c1ccc(-c2ccccc2)cc1,5%,-12%,-1%,-66%,0.1%,-3.0%,1.3%,2%,-70%
COc1cccc(NC(=O)C2(S(=O)(=O)c3ccc(Cl)cc3)CC2)c1,-9%,-17%,4%,10%,0.3%,0.0%,-0.5%,9%,-4%
COc1cc(NC(C)=O)c2ncccc2c1NC(C)=O,-2%,40%,0%,16%,0.4%,3.8%,3.2%,5%,-9%
COc1ccc(CC(=O)NCC2CCCN(Cc3ccc(OC)cc3F)C2)cc1 (stereo not drawn),3%,10%,8%,-15%,0.2%,2.7%,2.1%,10%,-24%
CCCn1c(SCC(=O)N2CCCCC2)nnc1C(C)C,14%,-22%[20 µM],10%,10%,0.2%,x,-0.2%,2%,-22%
CC(=O)Nc1ccc(NC(=O)CSc2nccn2Cc2ccc(Cl)cc2)cc1,11%,-3%,0%,11%,-0.1%,1.7%,-0.3%,9%,-5%
O=c1c2c(nc3n1CCS3)c1cc(F)ccc1n2Cc1cc(=O)n2cc(Cl)ccc2n1,-19%,-11%,10%,-7%,-0.1%,2.3%,-1.0%,x,-9%
CCOC(=O)C1C(=O)Nc2nc3ccccc3n2C1C(C)C (stereo not drawn),7%,12%,-1%,16%,-0.1%,-1.9%,0.8%,3%,-7%
C=CCn1c(C)cc(C(=O)COc2nncc3ccccc23)c1C,3%,-20%,-2%,-36%,-0.3%,3.5%,-1.9%,-10%,-19%
CC1(C)CC(=O)C(N=Nc2cc(C(F)(F)F)ccc2Cl)=C(O)C1,0%,15%,5%,-3%,-0.4%,-7.3%,-0.6%,8%,-15%
Cc1ccc(NCC(=O)Nc2cccc(S(=O)(=O)N(C)C)c2)c(Cl)c1,22%,19%,4%,-10%,-0.2%,3.3%,0.3%,9%,-22%
CC(C)=CC(=O)Nc1ccc(Cl)cc1,0%,6%,7%,-103%,-0.1%,-3.6%,1.0%,14%,-42%
Nc1ccc(Oc2ccccc2F)nc1,15%,-4%,8%,-14%,0.3%,2.5%,76%,-1%,10%
Cc1ccc(CN2CCC(NC(=O)c3ccccc3)CC2)cc1,0%,15%,6%,-1%,-0.1%,-1.6%,0.6%,6%,-16%
CCCc1nnc(SCC(=O)N2CCCC2)n1CC1CCCO1 (stereo not drawn),10%,28%,22%,-1%,-0.1%,-1.6%,-0.4%,4%,-24%
COCCn1ccc(O)c(Cc2ccc(Cl)cc2)c1=O,9%,-10%,2%,11%,-0.3%,0.4%,2.2%,-5%,-18%
O=C(CCC(=O)NNC(=O)c1ccccc1[N+](=O)[O-])NCc1ccccc1,3%,-26%[20 µM],7%,-4%,0.0%,-4.6%,-1.1%,x,-28%
O=C(CSc1nnc(Cc2cc(=O)[nH]c(=O)[nH]2)n1-c1ccccc1)N1CCCCC1,13%,11%,5%,-7%,-0.1%,-4.0%,0.3%,4%,0%
CCOc1cc(NC(=S)NCCCN(C)C)c(OCC)cc1NC(=O)C1CC1,5%,1%[20 µM],29%,19%,-0.3%,1.5%,-1.0%,8%,-24%
COc1ccccc1N1CCN(C(=O)c2ccc(Cn3c(=O)[nH]c4ccsc4c3=O)cc2)CC1,10%,17%,10%,20%,0.0%,-2.0%,-0.6%,5%,-2%
CC(=O)NS(=O)(=O)c1ccc(NC(=O)c2ccccc2F)cc1,-4%,-5%,11%,0%,0.4%,-1.9%,0.3%,2%,6%
COc1ccc(S(=O)(=O)N(CC(=O)NCc2ccncc2)c2cc(C)cc(C)c2)cc1OC,14%,13%,5%,7%,-0.2%,-2.8%,-1.4%,7%,-7%
Cc1ccc(Nc2nc3nonc3[nH]c2=O)cc1Cl,7%,-19%,7%,x,0.2%,1.5%,26%,-1%,x
CCC(C(=O)N1CC2(C)CC1CC(C)(C)C2)N1C(=O)c2ccccc2C1=O (stereo not drawn),11%,18%,0%,-20%,-0.2%,-3.9%,3.9%,17%,-9%
Cc1cc(C)nc(NC2=NCC(=O)N2c2ccc(F)c(Cl)c2)n1,5%,0%,5%,10%,0.0%,3.8%,0.6%,9%,x
Cc1cc2nnc(SCC(=O)N3CCCCCC3)n2c(N)n1,6%,-34%[20 µM],11%,-24%,-0.1%,x,0.6%,0%,-28%
CCC(C)(C)n1nnnc1C(C(C)C)N1CCSCC1 (stereo not drawn),8%,10%,10%,1%,-0.1%,3.5%,-0.6%,4%,5%
COc1ccc(CN2CC(=O)N(c3ccc(C)cc3C)C2=S)cc1OC,0%,-15%,8%,-6%,-0.6%,-2.3%,2.5%,-5%,-30%
CSC(=NC#N)N1CCN(c2ccc([N+](=O)[O-])cc2)CC1,-4%,-8%[20 µM],-2%,24%,0.2%,-3.1%,-1.3%,1%,34%

# Later entries
SMILES,GPR55 antagonists,KOR beta-arrestin-1,Large T inhibition,HEK293 NOD2/NF-kB,GPR55 activation,KOR beta-arrestin-2,HIV fusion peptide,MgcRacGAP inhibition,NOD1 inhibition
COc1cc(C(=O)O/N=C2\C=CC(=O)C(C)=C2)cc(OC)c1OC,15%,26%,30%,9%,-0.1%,-3.6%,2.8%,10%,-9%
COc1ccc(C2=NN(c3nc(C(=O)O)cs3)C(O)(C(F)(F)F)C2)c(OC)c1 (stereo not drawn),0%,-20%,21%,8%,-0.4%,-0.3%,11%,4%,-60%
Cc1ccc(C)c(-c2ccc(=O)n(Cc3c(F)cccc3Cl)n2)c1,30%,-35%,3%,-13%,-0.3%,-1.4%,-0.6%,8%,-8%
Cc1cc(-n2c(C)cc(C(=O)CSc3nnc4sc5ccccc5n34)c2C)no1,-10%,-22%,14%,15%,0.0%,-1.2%,-1.5%,10%,2%
COc1ccccc1NC(=O)CCSc1nnc(-c2ccco2)o1,22%,-9%[20 µM],26%,26%,-0.1%,x,1.3%,9%,-23%
Cc1cc(NC(=O)c2cc3ccccc3o2)cc(C)c1OCC(=O)N1CCOCC1,2%,28%,0%,-19%,0.2%,-2.8%,-0.8%,7%,-24%
CCOC(=O)c1nnn2c3ccccc3c(=O)n(C)c12,-7%,-16%,12%,3%,-0.1%,x,-0.2%,x,-3%
COC(=O)c1[nH]c2ccccc2c1NS(=O)(=O)c1ccc(F)c(C)c1,3%,23%,17%,-5%,0.5%,4.6%,1.8%,-2%,37%
COc1ccc(Cl)cc1NC(=S)N(CCCN1CCOCC1)Cc1cn(C)c2ccccc12,-4%,3%,10%,0%,-0.2%,6.5%,-1.7%,11%,-37%
Cc1c(Cl)cccc1NC(=O)CCN1CCCCCC1,14%,-15%,4%,-14%,0.2%,0.8%,1.7%,3%,-30%
CCOC(=O)c1nn(-c2ccccc2)c(C(=O)OCC)c1N,-5%,26%,11%,14%,-0.1%,2.2%,-0.8%,2%,-16%
Cc1nnc(NC(=O)CSc2nnc(-c3ccco3)o2)s1,-16%,2%,9%,10%,-0.4%,-2.0%,2.1%,3%,-26%
O=C(/C=C/Nc1ccc(Cc2ccc(N/C=C/C(=O)C(F)(F)F)cc2)cc1)C(F)(F)F,10%,-2%,8%,15%,-0.1%,-0.3%,2.2%,10%,9%

# Source: PubChem BioAssay (several laboratories)

# This is a subset. The share of hits here may be higher or lower than overall.
